Dynein transport – blocks dynein driven cargo transport along microtubules; 3617.4 mouse cells, GR-EGFP nuclear translocation imaging; test concentration mostly 20 µM; stimulated with dexamethasone, 1 µM; stronger effect = lower value; z-score, hits read low; 220,000 compounds, 0.47% hits; AID 1381;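 active = plate z-score of nuclear minus cytoplasmic receptor signal below a set negative limit, without overly bright fluorescence or cell loss, cut at about -3.5 in these data, passing the limit was not always enough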;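 note: z-score of nuclear minus cytoplasmic ring GR-EGFP intensity difference per well; some compounds called inactive have numbers as strong as hits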
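Buffer or medium – tet-free medium with charcoal-stripped serum · Signal – automated 10x imaging of fixed Hoechst-stained cells · Also added – dexamethasone agonist, 1.0 µM final, for 30 min · Incubation – induction 48 h, compound 1 h, agonist 30 min · Read-out – GR-EGFP nuclear translocation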
ER stress rescue – rescue of cells from ER stress-induced death, primary screen, 384-well, CSM14.1, thapsigargin, ATP luminescence (AID 1222); CSM14.1 thapsigargin-induced death rescue, ATP luminescence; higher % means a stronger effect; cellular ATP content (survival), % at 20 µM; hits with a dose series show EC50 in µM; 190,000 tested, under 10 active;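 active = EC50 below 50 µM in the dose-response confirmation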;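 note: death triggered by thapsigargin at about 15 µM added after 2 h compound pretreatment; cell ATP read after overnight thapsigargin exposure of roughly 18 to 22 hours; normalized against plate controls of thapsigargin alone and 5% DMSO vehicle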
Autophagy HCS – alters autophagy in cells | MEF GFP-LC3 puncta imaging; test concentration mostly 10 µM | calls only at 10 µM (by protocol) | 190,000 compounds, 0.98% hits;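 active = percentage of spot-positive cells more than 3 SD above its plate mean, without a fluorescence outlier flag or 80% toxicity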;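 note: spot-positive cell cutoff set from DMSO-treated cells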
Yfh1-off respiration – enhancers of respiration in Yfh1-depleted yeast, dose response, Friedreich's ataxia, plus single-dose screen (AID 1465) | S. cerevisiae Yfh1-off respiration, WST-1 reduction, 72 h; higher fold induction means a stronger effect | 220,000 compounds, 0.074% hits | fold induction at 50 µM, or EC50 in µM where a hit was titrated;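 active = fold induction of absorbance versus untreated yeast above a set limit, then at least 30% activation at any dose in follow-up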;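 note: activators that raise dye reduction in frataxin-depleted yeast; strong numbers were not always called active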
P. falciparum M17LAP – P. falciparum M17LAP inhibitors, primary screen, biochemical, fluorogenic H-Leu-NHMec substrate, 1536-well (AID 1619); 220,000 compounds, 0.38% hits; inhibition, % at 30 µM; hits with a dose series show IC50 in µM; recombinant M17LAP, H-Leu-NHMec fluorogenic kinetic assay; higher % means a stronger effect;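 active = compound inhibiting the enzyme by more than half at any dose during confirmatory dose-response retesting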;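 note: plate controls were full reaction with DMSO carrier for no effect and no enzyme background for full effect; strong numbers were not always called active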
P. falciparum M1AAP – P. falciparum M1AAP inhibitors, biochemical, fluorogenic H-Leu-NHMec substrate, 1536-well (AID 1445); recombinant M1AAP, H-Leu-NHMec fluorogenic kinetic assay; higher % means a stronger effect; inhibition, % at 30 µM; hits with a dose series show IC50 in µM; 220,000 compounds, 0.42% hits;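 active = primary inhibition above the hit cutoff, then over 50% inhibition at one or more dose response concentrations, cut at about 23% in these data, passing the limit was not always enough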;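 note: plate controls were DMSO full reaction for no effect and no enzyme background for full effect; strong numbers were not always called active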
MT stabilizer – microtubule stabilization, imaging screen; 200,000 compounds, 0.83% hits; HeLa tubulin immunostaining HCS, 24 h; share of cells brighter than vehicle mean+2SD; % tubulin-high responders, % at 10 µM;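 active = plate Z-score above 3 for both tubulin-high and condensed-nucleus cell shares, with cell loss under 80%, at 10 µM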;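 note: anti alpha tubulin signal scored within the nucleus-defined area of each cell; some results filed as inactive read as strong as hits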
Ins promoter up – MIN6 insulin promoter up-regulation; MIN6 insulin promoter-GFP reporter, high-content imaging; stronger effect = higher value; z-score at 5 µM; 190,000 compounds, 0.3% hits;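 active = z-score above 3 at 5 µM with at least 500 cells counted in the well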
Lipid droplet – hepatic lipid droplet formation modulation. AML12 mouse hepatocytes, oleate lipid droplets, BODIPY imaging. inhibition, % at 6.5 µM. 240,000 compounds, 0.4% hits. AID 1656;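 active = lipid droplet intensity inhibited by at least 50%, with more than 500 cells counted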
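Material – mouse AML12 hepatocyte cell line, fixed after treatment · Compound dosing – one dose, 6.5 µM compound · Times – compound with oleate, overnight · Measured by – Image-based BODIPY and DAPI two-channel analysis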
Dynein transport cytoplasmic EGFP – further read-out of Dynein transport, marked with its call; z-score; measured here: cytoplasmic GR-EGFP intensity; stronger effect = higher value
Dynein transport nuclear GR-EGFP – further read-out of Dynein transport, marked with its call; z-score; measured here: nuclear GR-EGFP intensity;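 lower value marks the stronger effect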
Dynein transport cell count – further read-out of Dynein transport, marked with its call; z-score; measured here: cell count per field
Ins promoter up cell count – recorded beside Ins promoter up, whose call it bears; cell count; measured here: cytotoxicity, nuclei count;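 total cells summed across four imaged fields per well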
Lipid droplet cells 6.5 µM – also measured in Lipid droplet; calls as there; cell count; measured here: cell count, cytotoxicity flag;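 cells counted across two imaged fields per well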
MT stabilizer Hoechst-high % – also measured in MT stabilizer; calls as there; % Hoechst-high responders; measured here: nuclear condensation Hoechst responders;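 share of cells brighter than vehicle mean plus two SD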
MT stabilizer cytotoxicity % – second read-out of MT stabilizer, no call of its own (marks repeat the call); toxicity, %; measured here: cytotoxicity by cell density;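 0% = mean cell density of plate MIN control wells and 100% = no cells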
Autophagy HCS cell loss 18 h – recorded beside Autophagy HCS, whose call it bears; toxicity, %; measured here: cell loss, nuclei count;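 cell loss after 18 h compound exposure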
Starred values were filed as active, the others as inactive; i = inactive; / = no result given; + = active, no number.

A first look, 3 compounds:
SMILES	Dynein transport	Dynein transport cytoplasmic EGFP	Dynein transport nuclear GR-EGFP	Dynein transport cell count	ER stress rescue	Autophagy HCS	Autophagy HCS cell loss 18 h	Yfh1-off respiration	P. falciparum M17LAP	P. falciparum M1AAP	MT stabilizer	MT stabilizer Hoechst-high %	MT stabilizer cytotoxicity %	Ins promoter up	Ins promoter up cell count	Lipid droplet	Lipid droplet cells 6.5 µM
O=c1[nH]c(/C=C/c2ccc(Br)cc2)nc2c1cnn2-c1ccccc1	0.41	-0.22	0.86	-0.64	2.3%	i	52	i	4%	12%	4.1	3.6	6.4	0.14	1606	4	607
O=C(CSc1nnc(-c2cccnc2)n1C1CCCCC1)NC1CCCC1	-0.54	-0.25	-0.27	0.91	-1.4%	+	15*	i	-1%	0%	2.1	1.5	3.6	/	/	-33	718
CN(NC(=O)Nc1ccc(Cl)cc1)c1c(Cl)c(Cl)nn1C	-0.3	-0.16	-0.13	0.057	-0.8%	i	-3	i	10%	0%	1.8	2.4	9.1	-0.13	1050	8	696

The listing (from the top)
SMILES	Dynein transport	Dynein transport cytoplasmic EGFP	Dynein transport nuclear GR-EGFP	Dynein transport cell count	ER stress rescue	Autophagy HCS	Autophagy HCS cell loss 18 h	Yfh1-off respiration	P. falciparum M17LAP	P. falciparum M1AAP	MT stabilizer	MT stabilizer Hoechst-high %	MT stabilizer cytotoxicity %	Ins promoter up	Ins promoter up cell count	Lipid droplet	Lipid droplet cells 6.5 µM
O=c1[nH]c(/C=C/c2ccc(Br)cc2)nc2c1cnn2-c1ccccc1	0.41	-0.22	0.86	-0.64	2.3%	i	52	i	4%	12%	4.1	3.6	6.4	0.14	1606	4	607
O=C(CSc1nnc(-c2cccnc2)n1C1CCCCC1)NC1CCCC1	-0.54	-0.25	-0.27	0.91	-1.4%	+	15*	i	-1%	0%	2.1	1.5	3.6	/	/	-33	718
CN(NC(=O)Nc1ccc(Cl)cc1)c1c(Cl)c(Cl)nn1C	-0.3	-0.16	-0.13	0.057	-0.8%	i	-3	i	10%	0%	1.8	2.4	9.1	-0.13	1050	8	696
N#CCOC(=O)c1c2c(nc3ccccc13)CCC2	0.17	-0.22	0.15	0.13	-1.9%	i	-16	i	9%	9%	2.0	2.4	10	/	/	14	699
CCOC(=O)CSC1=C(C#N)C(C)C2=C(CCCC2=O)N1 (centres undefined)	-0.56	-0.2	-0.22	-0.051	1.7%	i	17	i	-15%	8%	1.7	1.4	1.2	/	/	/	/
CN(C)S(=O)(=O)N(CC(=O)N1CCC(Cc2ccccc2)CC1)c1ccccc1	-0.76	-0.29	-0.052	1.8	-0.3%	i	10	i	-3%	-2%	8.3	3.2	9.3	-0.38	1480	-26	631
CC1CCCN(C(=O)CN2C(=O)c3ccccc3C2=O)C1 (centres undefined)	0.12	-0.26	0.098	0.46	-1.8%	i	-2	i	10%	0%	2.7	1.9	7.5	-0.29	1516	/	/
O=C(OC(C(=O)NCc1ccco1)C(OC(=O)c1ccccc1)C(=O)NCc1ccco1)c1ccccc1 (centres undefined)	-0.17	0.3	-0.076	0.21	-0.8%	i	4	i	0%	5%	2.3	2.9	6.2	-0.08	1398	-21	574
Cc1ccc(-c2nnc(Nc3ccc(CC(N)=O)cc3)c3ccccc23)cc1S(=O)(=O)NCC1CCCO1 (centres undefined)	-0.22	-0.018	-0.06	0.066	/	/	/	i	-8%	7%	/	/	/	-0.19	1061	3	750
O=C(/C=C/c1ccco1)Nc1cccnc1Cl	-1.4	-0.24	-0.97	1.2	/	/	/	i	6%	-1%	/	/	/	0.69	1344	10	740
CCOC(=O)c1sc(N)nc1-c1ccccc1	0.52	-0.13	0.47	-0.67	0.9%	i	5	i	-12%	5%	5.0	5.6	9.1	0.22	1229	0	729
O=C(Nc1ccc(F)cc1)c1cnc(-c2ccccc2)nc1-c1ccccc1	-0.42	0.091	0.52	0.38	-1.0%	i	-26	i	1%	-4%	3.1	2.1	8.0	0.64	1184	/	/
O=C(Cn1cc(/C=C\[N+](=O)[O-])c2ccccc21)Nc1ccccc1	0.27	-0.15	0.59	-0.99	/	/	/	i	-1%	6%	/	/	/	-1.4	1011	-14	752
Cc1cc(C)c(C#N)c(SCc2c(F)cccc2[N+](=O)[O-])n1	0.5	-0.12	-0.019	-1.7	0.7%	i	0	i	1%	0%	2.6	2.1	9.0	0.04	1466	-9	639
CN(Cc1ccccc1)C(=O)COc1ccccc1	-0.21	-0.27	-0.24	0.37	-1.5%	i	3	i	4%	-3%	3.7	2.4	2.9	/	/	-4	720
Cc1ccc(C(=O)NCC(=O)N/N=C/c2cccs2)cc1[N+](=O)[O-]	-0.95	0.51	-0.56	0.99	-0.4%	i	-2	i	-10%	2%	2.2	1.8	4.9	0.6	1639	17	626
N#Cc1ccccc1OCC(=O)C1CC1	0.21	-0.32	-0.32	0.94	/	/	/	i	1%	0%	/	/	/	0.42	1135	4	678
Cc1ccsc1C(=O)NCCC(c1ccccc1)c1ccccc1	-0.12	-0.27	-0.19	1	0.4%	i	22	i	4%	3%	1.6	2.4	7.4	0.31	1476	-21	514
CCCNC(=O)c1c(CSc2ccccc2)noc1C(=O)NCc1ccccc1	0.46	-0.75	0.54	-0.28	/	/	/	i	5%	11%	/	/	/	-1	910	/	/
C=CCOc1ccc(Oc2cc(C)nc(SC)n2)nn1	-0.041	-0.27	-0.05	0.078	-2.0%	i	-1	i	-7%	-1%	3.4	2.0	3.3	/	/	-12	739
COc1ccc(C(=O)n2nc(C)cc2Nc2ccccc2)cc1	-0.15	0.16	-0.05	0.14	-3.3%	i	4	i	-9%	-1%	2.2	1.6	16	-0.5	941	-3	757
COc1ccccc1NC(=O)c1sc2nc(Cc3ccccc3)cc(C(F)(F)F)c2c1N	0.48	0.68	0.67	0.97	0.5%	+	19*	i	2%	14%	i	/	100	0.13	912	1	787
O=C(O)C1C2CCC(C2)C1C(=O)Nc1cc(F)ccc1F (centres undefined)	1	-0.2	0.83	-0.79	-2.2%	i	0	i	27%	6%	3.1	1.3	5.3	/	/	-29	610
Cc1nn(Cc2ccc([N+](=O)[O-])cc2)c(=O)n1-c1c(F)cccc1F	-0.62	-0.26	-0.82	2.2	-1.5%	i	6	i	3%	2%	1.6	2.0	7.9	0.53	1924	1	673
Cc1cccc(N2CCN(C(=O)c3ccccc3NC(=O)C3CC=CCC3C(=O)O)CC2)c1 (centres undefined)	0.1	-0.25	0.5	0.035	-0.5%	i	-7	i	19µM*	4%	1.6	1.1	5.9	-0.36	744	3	411
CCOC(=O)C1CCCN(Cc2c(C(=O)N3CCCCC3)nc3c(C)cccn23)C1 (centres undefined)	0.66	-0.25	0.52	-0.035	-0.3%	i	24	i	-3%	-1%	2.3	2.1	3.9	-0.19	1385	-8	738
COc1ccc([N+](=O)[O-])cc1NC(=O)CCC(=O)c1cccs1	-0.84	-0.19	-0.48	0.44	1.9%	i	-9	i	-5%	3%	2.1	1.7	2.1	-0.22	1145	-2	684
N#Cc1c(N2C(=O)Nc3ccccc3N2O)sc2c1CCCC2	1.1	-0.18	0.73	-0.53	-1.5%	i	22	i	21%	5%	4.8	1.2	5.7	-0.35	1317	5	699
CSCCCNC(=S)N1CCc2ccccc2C1	0.72	-0.2	0.27	-1.3	/	i	6	i	1%	-3%	2.1	2.6	6.2	0.33	1206	-9	672
O=c1[nH]c2c(s1)C(c1ccc(O)cc1)C1C3CCC(C3)C1S2 (centres undefined)	1.2	-0.13	0.94	-0.67	-0.2%	i	9	i	0%	1%	4.9	3.1	4.3	/	/	42	591
Cc1ccc(C)c(S(=O)(=O)Nc2ccccc2C(=O)Nc2cc(C)on2)c1	1.5	-0.16	1.3	-0.19	-1.0%	i	4	i	-5%	0%	3.0	2.7	9.0	1.2	1251	/	/
COc1ccc(N(C)C(=O)Nc2ccc3c(c2)nnn3C)cc1	0.9	-0.15	0.75	1.3	0.0%	i	2	i	-13%	3%	1.2	0.8	20	-0.5	1205	18	811
O=C(Cc1ccc2c(c1)OCCO2)N1CCN(S(=O)(=O)c2cccs2)CC1	0.077	-0.23	-0.21	1	-0.4%	i	18	i	-5%	6%	3.3	3.3	4.6	0.06	1605	-2	690
O=C(CN1C(=O)NC2(CCc3ccccc3C2)C1=O)NCc1ccco1 (centres undefined)	-0.45	-0.23	-0.16	0.48	-9.2%	i	9	i	1%	4%	2.3	2.6	9.9	-0.36	1355	27	708
C=C(C)Cn1c(N2CC(C)CC(C)C2)nc2c1c(=O)[nH]c(=O)n2C (centres undefined)	-0.95	-0.73	-0.24	0.12	/	/	/	i	5%	2%	/	/	/	-0.6	613	-9	715
Cc1cc(C(=O)N2CCc3ccccc32)n(-c2ccccc2)n1	-1.4	-0.18	-0.67	0.69	/	i	-3	i	8%	12%	31	8.5	56	0.25	2117	-1	699
CCN(C(=O)CSc1ccc2ccccc2n1)C1CCS(=O)(=O)C1 (centres undefined)	-0.39	-0.18	-0.29	-0.82	-0.1%	i	1	i	11%	1%	1.6	2.4	2.6	-0.68	1420	4	674
O=C(N/N=C/c1ccc([N+](=O)[O-])o1)c1cc(-c2cccc(Br)c2)nc2ccccc12	0.026	0.3	0.7	-1.9	-1.0%	i	-26	i	-5%	-4%	7.4	1.6	12	-0.16	1492	/	/
CC1CCN(CCCNC(=O)C2CCN(S(=O)(=O)N3CCCCC3)CC2)CC1	0.023	-0.21	-0.04	0.39	4.4%	i	1	i	3%	2%	4.0	3.4	14	-0.27	1608	/	/
Cc1ccc(CNC(=O)CN(C)S(=O)(=O)c2cccs2)cc1	2.2	-0.14	1.2	-1	1.7%	i	-25	i	-1%	-15%	5.3	1.6	0.2	/	/	5	697
